# Screening data (PubChem)
# UTI89 phage lysis: inhibition of K1F phage lysis, E. coli UTI89, bacterial capsule biogenesis inhibitors, alamar blue (AID 488966). E. coli UTI89 K1F phage lysis, alamar blue, 2 h; higher % means a stronger effect. one-dose inhibition, % at 100 µM; IC50 in µM for titrated hits. hit rate 0.02% among 340,000;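 active = phage lysis inhibition, versus mean bacterial control, above a set limit; inconclusive = no clear call, values can overlap the other calls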;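 also: capsule biogenesis inhibitors block K1F phage lysis so surviving cells raise fluorescence; higher fluorescence means more inhibition of phage lysis; actives were called in the ten point dose series up to 300 µM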
# Rac1 GTP hydrolysis: MgcRacGAP GTPase-activating activity inhibitors, confirmation, biochemical, ADP Hunter fluorescence | MgcRacGAP-stimulated Rac1 GTP hydrolysis, ADP Hunter fluorescence; higher % means a stronger effect; GST-tagged Rac1 F28L mutant substrate | inhibition, % at 30 µM; hits with a dose series show IC50 in µM | hit rate 0.6% among 340,000 | AID 624330;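 active = first-screen hits whose inhibition reached a set limit at any dose in the follow-up dose series; inconclusive = inhibition above the set first-screen limit but never retested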;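 also: fluorescence reports GDP produced by GAP-driven GTP hydrolysis; strong numbers were not always called active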
# NS5 inhibitors: flavivirus cap methylation enzyme inhibition – biochemical, confirmation dose response, primary screen (AID 588689). Dengue-2 NS5 methyltransferase capping enzyme assay, biochemical; higher % means a stronger effect. inhibition, % at 25 µM; hits with a dose series show IC50 in µM. hit rate 0.3% among 340,000; in the data active = a potency from the dose series; inconclusive = inhibition above about 29% without an active follow-up result
# RSV antiviral HEp-2: RSV antiviral activity via CPE protection, HEp-2 cells, primary 10 µM value included (AID 2391) | hit rate 0.13% among 310,000 | CPE inhibition, % at 10 µM, or IC50 in µM where a hit was titrated | HEp-2 cells, RSV-induced CPE inhibition; higher % means a stronger effect; in the data active = a potency from the dose series; inconclusive = CPE inhibition mostly from about 23% at the one dose, without a potency; inactive = the rest, 99 in 100 with CPE inhibition below about 21%; also: strong numbers were not always called active
# PhoP inhibition: inhibitors of PhoP regulon expression, primary screen, Salmonella Typhimurium, GFP reporter (AID 1863) | hit rate 0.16% among 300,000 | inhibition, % at 50 µM, or IC50 in µM where a hit was titrated | S. Typhimurium PhoP-regulated promoter GFP reporter, 4 h; higher % means a stronger effect;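 active = inhibition over 29.93%, a cutoff 3 SD above the screen mean, later confirmed by dose response; inconclusive = inhibition over 29.93% but no dose response follow-up; inactive = inhibition at most 29.93% or unconfirmed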;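 also: 0% = low Mg2+ inducing control and 100% = high Mg2+ repressing control; strong numbers were not always called active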
# HIV fusion peptide: inhibitors of HIV fusion peptide binding, primary screen, biochemical, uHTS, fluorescence dequenching (AID 1986). cell-free peptide binding, fluorescence dequenching, 30 min; higher % means a stronger effect. one-dose inhibition, % at 20 µM; IC50 in µM for titrated hits. hit rate 0.3% among 290,000; in the data active = inhibition mostly above about 52%, no sharp cut-off; inactive = mostly below about 76%; also: some results filed as inactive read as strong as hits
# GPR55 LPI antagonism: inhibition of LPI-stimulated GPR55 beta-arrestin translocation – imaging, U2OS, beta-arrestin-GFP, LPI agonist, primary screen (AID 2013) | U2OS GPR55 beta-arrestin-GFP translocation imaging, LPI antagonism; higher % means a stronger effect | one-dose inhibition, % at 10 µM; IC50 in µM for titrated hits | hit rate 0.13% among 290,000;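 active = spots per cell inhibited over 60%, with over 100 cells counted and total cytoplasm intensity under 500,000; inconclusive = wells with under 100 cells, flagged as likely toxic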;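 also: U2OS cells stably carrying GPR55 and arrestin-GFP stimulated by 5 µM LPI near EC80; imaged beta-arrestin-GFP aggregate spots per cell after agonist stimulation; plate controls were LPI-stimulated DMSO wells for no effect and DMSO wells without LPI for full effect; some results filed as inactive read as strong as hits; confirmed hits need IC50 under 10 µM and bright autofluorescent wells are also inconclusive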
# GPR35 arrestin U2OS: inhibition of zaprinast-stimulated GPR35 beta-arrestin translocation – imaging, U2OS, beta-arrestin-GFP, zaprinast agonist, primary screen (AID 2058) | U2OS GPR35 beta-arrestin-GFP translocation imaging, zaprinast antagonism; higher % means a stronger effect | inhibition, % at 10 µM, or IC50 in µM where a hit was titrated | hit rate 0.052% among 290,000;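 active = inhibition of at least 50% with at least 30 cells and total cytoplasm GFP at most 10,000,000; inconclusive = under 30 cells or total GFP of 10,000,000 plus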
# SV40 large T antigen: TAg ATPase/helicase activity blockers – biochemical (AID 1903); SV40 large T antigen ATPase/helicase inhibition assay; higher % means a stronger effect; hit rate 0.39% among 310,000; inhibition, % at 20 µM, or IC50 in µM where a hit was titrated; in the data active = a potency from the dose series; inconclusive = inhibition mostly from about 32% at the one dose, without a potency; inactive = the rest, 99 in 100 with inhibition below about 32%; also: strong numbers were not always called active
# * marks the source's active call; other numbers are inactive results; ? = inconclusive; / = not tested or not shown; [ ] = dose if it differs, or a comment.
# Second line of a record – UTI89 phage lysis | Rac1 GTP hydrolysis | NS5 inhibitors | RSV antiviral HEp-2 | PhoP inhibition | HIV fusion peptide | GPR55 LPI antagonism | GPR35 arrestin U2OS | SV40 large T antigen
Cc1cc(Br)ccc1OCc1nc(-c2cccnc2)no1
  0.5% | 5.2% | -4.8% | 1.1% | -5.5% | -1.4% | 6.7% | 9.3% | 0.1%
c1csc(CSc2nnc3sc4ccccc4n23)c1
  5.6%[50 µM] | 2.4% | 4.7% | 7.3% | 1.7% | -1.0% | -1.0% | -4.2% | -32.0%
CCOC(=O)C1=C(CC)Nc2ccccc2N/C1=N\S(=O)(=O)c1cc(Br)ccc1Br
  / | / | / | / | -5.7% | 33.7% | 6.4% | -5.3% | 6.7%
O=C(Cc1cccc(F)c1F)NC1CCCN(Cc2ccc(Cl)cc2)C1 (configuration not stated)
  -2.1% | -0.4% | -13.5% | 2.3% | 12.8% | -1.2% | -12.2% | -2.0% | 4.3%
COc1ccc(/C=C2\CCC(C3CCCC3)C2=O)cc1Cn1cccn1 (configuration not stated)
  0.1%[50 µM] | 6.0% | -7.1% | 15.8% | -3.9% | -0.6% | 10.9% | -3.7% | -10.3%
Cc1ccc(NC(=O)CN2C(=O)S/C(=C\c3ccc(OCC(=O)O)c(Br)c3)C2=O)cc1
  -1.4% | 26.9% | 4.3% | 1.2% | -6.2% | 49.5% | -10.5% | 21.6% | 10.7%
O=C(Nc1ccc(S(=O)(=O)N2CCc3ccccc32)cc1)c1ccco1
  3.6% | 2.3% | -2.0% | 1.0% | -5.0% | -1.1% | 3.8% | 2.9% | 3.2%
N/C(=N\OC(=O)COc1ccc(Br)cc1)c1ccncc1
  0.8%[50 µM] | -9.8% | 0.0% | 0.8% | -8.3% | -1.0% | 6.8% | 11.4% | 13.5%
O=C(COc1ccccc1Cl)Nc1ccc(S(=O)(=O)Nc2ccccn2)cc1
  0.8% | 2.5% | -7.1% | 1.7% | -6.1% | 1.0% | -4.3% | 9.1% | 23.3%
Cc1ccc(CNC(=O)C2C3C=CC(C3)C2C(=O)O)cc1 (configuration not stated)
  0.1% | 10.2% | 3.2% | 1.1% | -6.0% | -1.4% | 14.3% | -6.5% | -2.8%
CC(=O)Oc1oc(-c2ccccc2)nc1/C=N/c1ccccn1
  0.0% | ? | 17.9% | 2.0% | -3.3% | -3.5% | -0.6% | -0.9% | 6.5%
CCOC(=O)C(Cc1ccccc1)C(=O)Nc1ccccc1C (configuration not stated)
  0.1% | -1.7% | -8.1% | 0.7% | 0.2% | -0.3% | 0.1% | 25.3% | 2.5%
Nc1nc(C2CCCCC2)cs1
  2.9% | 15.2% | -1.6% | 0.9% | 55.1% | 0.1% | -8.7% | 8.5% | 5.4%
CC1(C)CC(=O)C2=C(C1)OC1=C(C2)C(=O)CC(C)(C)C1
  3.3%[50 µM] | 9.6% | -4.8% | -0.1% | 7.1% | 3.2% | 2.9% | -12.9% | 4.8%
O=C(CC(Nc1ccc(Cl)cc1)C(=O)O)c1ccccc1 (configuration not stated)
  -0.5% | 8.2% | 0.0% | 14.2% | 8.7% | -0.5% | 3.3% | 8.7% | 25.6%

# Second line of a record – UTI89 phage lysis | Rac1 GTP hydrolysis | NS5 inhibitors | RSV antiviral HEp-2 | PhoP inhibition | HIV fusion peptide | GPR55 LPI antagonism | GPR35 arrestin U2OS | SV40 large T antigen
CCC(CC)c1nnc(NC(=O)c2nn(C)c(=O)c3ccccc23)s1
  0.0% | -2.4% | -6.8% | -1.9% | 4.3% | 0.7% | 5.6% | -6.8% | 0.5%
CCOC(=O)C1CCCN(Cc2ccc(OCc3ccccc3)cc2)C1 (configuration not stated)
  -0.1% | 19.4% | / | ? | -6.6% | 0.3% | 2.9% | 1.4% | -0.2%
COc1ccc(C2/C=C\CN(Cc3ccncc3)CC(=O)N2Cc2ccc(F)cc2)cc1 (configuration not stated)
  0.2% | 4.8% | -6.1% | 1.4% | 1.2% | -0.7% | 0.8% | 2.8% | 4.1%
O=C1CCCN1c1ccc(S(=O)(=O)Nc2cccnc2)cc1
  -0.2% | 6.3% | 7.8% | 1.0% | -1.4% | 0.4% | 4.6% | -25.5% | 3.1%
CC(C)Sc1nc2[nH]ncc2c(=O)[nH]1
  0.1% | 7.7% | 1.8% | 0.6% | 0.9% | -0.4% | 6.9% | -1.2% | -3.4%
COc1ccc2[nH]cc(CCNC(C)=O)c2c1
  2.6% | -0.5% | -5.2% | ? | -3.2% | / | / | / | -0.2%
Cc1ccc(N(C(=O)c2csnn2)C(C(=O)NC(C)(C)C)c2ccccn2)cc1 (configuration not stated)
  0.4% | 4.7% | -0.8% | -2.0% | 4.9% | -1.4% | 7.2% | 8.0% | 5.1%
O=C(CCn1c(=S)oc2ccccc21)NC1CCCCC1
  0.0% | 11.1% | 4.6% | 1.4% | 0.5% | 1.5% | 2.3% | 1.3% | 9.7%
C/C(=N\NC(=O)CNC(=O)c1cccs1)c1ccc(Cl)c(Cl)c1
  2.9% | 8.8% | -6.3% | 7.2% | -12.0% | 1.2% | 17.9% | -13.8% | 11.0%
O=C(NC1CCCCCC1)C1CCN(C(=O)c2cccc(Cl)c2)CC1
  0.3% | 1.8% | -10.6% | 3.7% | -0.6% | 0.4% | 4.9% | -8.1% | 5.2%
CCOc1cc(/C=C2\C(=N)N3N=C(CC)SC3=NC2=O)ccc1OCCOc1ccc(NC(C)=O)cc1
  0.0% | / | 15.1% | 0.4% | -0.8% | 29.6% | -1.1% | -10.7% | 3.4%
CCCc1ccc(-c2cc(NC(=O)CSc3n[nH]c(N)n3)n(-c3ccccc3)n2)cc1
  0.9% | 1.1% | -12.0% | -3.4% | -7.2% | -0.1% | -3.8% | 14.8% | 0.8%
CCCn1c(SCC(=O)N2CCCCC2)nnc1-c1ccco1
  1.9% | 8.1% | -3.2% | 1.4% | -3.8% | -1.5% | 1.7% | 11.2% | -4.3%
CCOC(=O)c1[nH]cnc1C(=O)NC1CCN(C(=O)OC(C)(C)C)CC1
  1.0% | 8.8% | -1.0% | 1.1% | / | / | / | / | /
Cc1ccccc1OCCNc1cc(N2CC(C)NC(C)C2)ccc1[N+](=O)[O-] (configuration not stated)
  8.9% | 13.9% | 0.0% | -1.6% | 20.9% | -4.4% | 17.5% | 12.9% | 0.1%

# Ordered by the number under HIV fusion peptide (smallest number first): three from the list above.
SMILES,Rac1 GTP hydrolysis,NS5 inhibitors,RSV antiviral HEp-2,PhoP inhibition,HIV fusion peptide,GPR35 arrestin U2OS,SV40 large T antigen
CCCn1c(SCC(=O)N2CCCCC2)nnc1-c1ccco1,8.1%,-3.2%,1.4%,-3.8%,-1.5%,11.2%,-4.3%
O=C1CCCN1c1ccc(S(=O)(=O)Nc2cccnc2)cc1,6.3%,7.8%,1.0%,-1.4%,0.4%,-25.5%,3.1%
O=C(CCn1c(=S)oc2ccccc21)NC1CCCCC1,11.1%,4.6%,1.4%,0.5%,1.5%,1.3%,9.7%

# Further compounds follow.
Compound,UTI89 phage lysis,Rac1 GTP hydrolysis,NS5 inhibitors,RSV antiviral HEp-2,PhoP inhibition,HIV fusion peptide,GPR55 LPI antagonism,GPR35 arrestin U2OS,SV40 large T antigen
COC(CNC(=O)c1ccc2c(c1)nc(C)n2-c1cccc(F)c1)OC,-0.6%,13.5%,-1.4%,2.2%,21.2%,-3.1%,22.7%,-2.6%,-5.2%
Cc1nc2[nH]onc2c2nccc(=O)c12,3.5%,8.4%,-10.6%,0.7%,-12.6%,0.2%,-2.9%,-1.3%,7.7%
O=C(Nc1ccc(F)cc1)Nc1ccc2c(c1)CCC2,1.2%,6.2%,-2.6%,0.9%,5.5%,0.1%,-9.4%,11.6%,-2.6%
Fc1ccc(/C=N/N2CCCCC2)c(F)c1,-0.1%,13.3%,-3.3%,2.7%,-2.2%,-1.5%,-2.2%,2.2%,5.8%
Cc1ccc(C)c(NC(=O)COC(=O)CCNC(=O)c2ccco2)c1,2.0%[50 µM],5.7%,4.4%,2.2%,/,/,/,/,/
O=C(O)/C=C/c1ccc(S(=O)(=O)Nc2ccc(C(=O)NCC(=O)O)cc2)cc1,0.1%,13.6%,-5.3%,-0.4%,-4.0%,10.3%,11.6%,-6.4%,-0.5%
COc1cccc(CNC(=O)Cn2c(=O)n(CCC(=O)N3CCCCC3)c(=O)c3sccc32)c1,0.2%,8.8%,-3.2%,1.3%,-8.3%,1.0%,-5.5%,8.0%,9.6%
COc1cc(C(=O)NNC(=O)c2cc(-c3ccccc3)n[nH]2)cc(OC)c1C,-0.3%,4.3%,2.2%,5.5%,/,/,/,/,/
COCCN(C(=O)CCC(=O)Nc1ccccn1)C(C(=O)NC(C)C)c1ccc(C)cc1 (configuration not stated),0.1%,8.2%,-5.8%,1.2%,8.2%,-0.5%,-11.0%,5.4%,2.2%
COc1ccc2[nH]c(=O)c(CN(C(=O)c3ccncc3)C(C)(C)C)cc2c1,0.2%,11.1%,-5.4%,-0.7%,9.0%,0.4%,12.7%,0.3%,11.7%
COc1ccccc1-n1c(SCC(=O)NC(C)(C)C)nnc1-c1ccco1,0.4%,4.9%,0.0%,1.0%,3.7%,0.7%,3.6%,12.0%,-1.3%
COc1ccc(C(=O)c2sc(NC(C)C)nc2N)cc1OC,-0.2%,-7.6%,-0.7%,-0.9%,-2.4%,0.8%,-22.1%,3.4%,4.3%
COc1ccc(-n2c(N)c(C(=O)NCC3CCCO3)sc2=S)cc1 (configuration not stated),1.0%,-2.7%,-0.8%,0.3%,-7.4%,1.1%,0.3%,-4.3%,2.6%
CCCc1c(OCCCOc2ccc(OCC(=O)O)cc2)ccc(C(C)=O)c1O,-2.2%,1.1%,-2.2%,0.7%,-4.9%,/,/,/,20.1%
Cn1c(=O)c(=O)n(C)c2cc([N+](=O)[O-])c(N3CCOCC3)cc21,0.9%,13.2%,/,1.0%,-10.6%,2.1%,-6.7%,6.2%,5.9%
CCC1(c2ccccc2)NC(=O)N(CC(=O)N(C)CC(=O)Nc2cccc(OC)c2)C1=O (configuration not stated),0.8%[50 µM],6.6%,0.7%,-0.7%,-7.9%,/,/,/,9.1%
